Screening results deposited in PubChem BioAssay by National Center for Advancing Translational Sciences (NCATS).
GLS inh: inhibitors of human glutaminase (GLS); O94925; 0.21% of 410,000 active; GLS enzymatic activity, qHTS titration; Potency, µM (series often up to 45.5 µM), inactives show at the top dose activity change, negative = inhibition, actives largely listed as inhibitors; further: potency means the concentration at half of the fitted maximal effect; on the % scale 0 is the no-effect control and ±100 the full control effect
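Glutamate formation by hKGA was monitored fluorometrically using coupled glutamate oxidase, HRP and Amplex Red. Substrate was added as 1 mM L-glutamine solution; incubation was 30 min at RT after an initial read.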
BAZ2B inh: blocks human BAZ2B. Q9UIF8. AlphaScreen BAZ2B-H3K14Ac peptide displacement. Potency, µM (highest dose often 114 µM), for inactives: at the top dose activity change, negative = inhibition, usual class: inhibitors. 4.4% of 360,000 active. AID 504333; further: potency means the concentration at half of the fitted maximal effect; on the % scale 0 is the no-effect control and ±100 the full control effect; nearly all actives have a fitted effect of over 60% in size
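Complex of BAZ2B and biotin-H3K14Ac (50 nM apiece) forms over 30 min at RT, then faces library compounds up to 110 uM for another 30 min; AlphaScreen beads added, 20 min dark incubation, luminescence read.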
ERG Ets-DNA blk: blocks human ERG Ets domain binding to DNA; Potency, µM (titrated, usually from 76.9 µM), for inactives: top-dose FP activity, negative = inhibition, actives largely listed as inhibitors; fluorescence polarization, His-ERG Ets domain / labelled DNA; 0.028% of 370,000 active; active means well fitted inhibition curve with a large enough effect in the polarisation, with a control signal flat; inconclusive means small, poorly fitted or top-dose-only effect, or effect the other way, or a change in a side signal; inactive means no such curve, though single readings can be large or run the other way; the % refers to the polarisation;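 further: polarization taken with two DNA probes labelled with fluorescein and Texas red; potency means the concentration at half of the fitted maximal effect; % of control where 0% means no effect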
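His-tagged ERG Ets domain (1 uM in the protein solution; 300mM KCl, 50mM Tris-HCl, 1mM EDTA, 1mM DTT, pH 7.5) received compound, then a probe mix of 5 nM fluorescein-DNA and 100nM Texas-615-DNA. Fluorescence polarization was read for both dyes.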
HP1b chromo inh: blocks HP1-beta chromodomain binding to methylated histone tails; AlphaScreen HP1-beta / biotin-H3K9me3 peptide binding; Potency, µM (series often up to 114 µM), inactives show top-dose activity change, negative = inhibition, usual class: inhibitors; 0.56% of 390,000 active; AID 540317; further: potency means the concentration at half of the fitted maximal effect; nearly all actives have a fitted effect of over 70% in size; inactives centre near 23
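Compound inhibition of the preformed complex between 50 nM HP1-beta and 50 nM biotinylated H3K9me3 peptide was read by AlphaScreen. Buffer was PBS pH 7.4 with 0.01% Tween-20. Incubations ran 30 min at room temperature, with 10 ug/mL donor/acceptor beads.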
JMJD2A Tudor: JMJD2A Tudor domain (human) inhibition; O75164; AlphaScreen JMJD2A-Tudor / H3K4me3 peptide binding; Potency, µM (top dose mostly 114 µM), for inactives: at the top dose activity change, negative = inhibition, hits mostly inhibitors; 4.4% of 390,000 active; further: potency means the concentration at half of the fitted maximal effect; on the % scale 0 is the no-effect control and ±100 the full control effect; nearly all actives have a fitted effect of over 50% in size
ALOX12 inh: inhibitors of human 12S-lipoxygenase ALOX12; 1.1% of 580,000 active; purified 12hLO, xylenol orange hydroperoxide absorbance; AID 1671190; Potency, µM (series often up to 108 µM), for inactives: at the highest dose activity change, negative = inhibition, most hits filed as inhibitors; P18054; further: potency means the concentration at half of the fitted maximal effect; on the % scale 0 is the no-effect control and ±100 the full control effect
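Purified human 12hLO at 150 nM in 25 mM Hepes, 0.01% Triton X-100, pH 7.0, preincubated 15 min at room temperature with compound. Reaction started with 40 uM arachidonic acid, 30 min at room temperature. Hydroperoxide measured by Fe-xylenol orange, 573/405 nm absorbance ratio.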
RGS4 inhibitor: blocks human RGS4-accelerated GTP hydrolysis; P49798; Transcreener GDP fluorescence polarization, RGS4-accelerated GTP hydrolysis; Potency, µM (highest dose often 114 µM), for inactives: top-dose activity change, negative = inhibition, most hits filed as inhibitors; 0.039% of 390,000 active; further: potency means the concentration at half of the fitted maximal effect; on the % scale 0 is the no-effect control and ±100 the full control effect; nearly all actives have a fitted effect of over 75% in size; some results filed as inactive show a strong effect at the top dose
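MLSMR compounds (23 nl, pin-transferred) preincubated 10 min at room temperature with a 500nM (2x) first reagent, then RGS4 at 900nM (2x) plus Transcreener GDP mix added; fluorescence polarization (620/688 nm) read before and after 90 min at 30 °C.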
PI4K2A inh: PI4K2A (human) kinase inhibition; purified PI4K2A, ADP-Glo luminescence, 1 h; stronger effect = lower value; activity change, negative = inhibition, % at 76.9 µM; 0.13% of 420,000 active; AID 1346378; in the data active means activity change below about -50%; inconclusive means mostly about -30% to -49%;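 further: -100% = wells without enzyme as full effect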
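PI4K2A activity was measured by ADP-Glo luminescence: enzyme (4 ug/mL stock) and phosphatidylinositol (1.2 mM stock) in Tris pH 7.5/MgCl2/EGTA/Triton X-100 buffer were reacted with ATP (300 microM stock) for one hour at ambient temperature.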
G9a inh: inhibitors of human histone lysine methyltransferase G9a | Q96KQ7 | G9a H3K9 monomethylation, AlphaScreen, 2 h | Potency, µM (doses to about 102 µM), without a hit: top-dose activity, negative = inhibition, usual class: inhibitors | 8.8% of 350,000 active | AID 504332; further: potency means the concentration at half of the fitted maximal effect; on the % scale 0 is the no-effect control and ±100 the full control effect; nearly all actives have a fitted effect of over 75% in size
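Compounds were preincubated with 20 nM G9a for 15 min, after which biotinylated H3K9 peptide (500 nM) and SAM (20 uM) started a 2 h room-temperature reaction. Monomethylated product was quantified by antibody-based AlphaScreen chemiluminescence.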
Numbers without * were called inactive; ? = inconclusive; · = no result given; [ ] = remark or other dose. Unless noted, the call rests on the fitted dose curve; in most records, active means well fitted curve in the direction sought with a large enough effect; inconclusive means small, poorly fitted or top-dose-only effect, or another doubt; inactive means no such curve, though single readings can be large; an effect the other way counts as inactive or inconclusive. Not all compounds are listed; rates above refer to the full screens.

1. COc1nc(OC)nc(N2CCC(C(=O)Nc3cccc4ccccc34)CC2)n1
2. COc1ccc(OC)c(S(=O)(=O)NC(C)(C)C)c1
3. CC(C(=O)O)N1C(=O)CSc2ncccc21 (configuration not stated)
4. CC(C)(C)C(=O)C(C(c1ccccc1)N1CCOCC1)N1CCOCC1 (configuration not stated)
5. CCCN(CC(=O)Nc1ccccc1C)C(=O)c1ccc(S(=O)(=O)N2CCCC2)cc1
6. c1ccc(Oc2cccc(CN3CCCCC3)c2)cc1
7. COc1cccc2c(=O)n(CC(=O)N3CCC(C)CC3)ccc12
8. Cc1ccc(C(C)C)c(OCCCCN2CCNCC2)c1

Assay by compound	1	2	3	4	5	6	7	8
HP1b chromo inh	11%	19%	18%	4%	7%	10%	29%	?
PI4K2A inh	4	3	-20	9	-4	2	-4	5
BAZ2B inh	15%	-1%	-3%	·	-1%	?	10%	28µM*
G9a inh	23%	16%[2.33 µM]	7%[59 µM]	·	5%[0.501 µM]	-10%	-12%[59 µM]	4µM*
ALOX12 inh	-13%	4%	155%	-4%	20%	-3%	-11%	?
JMJD2A Tudor	-20%	4%	-28%	-6%	-12%	-12%	-19%	7.1µM*
GLS inh	3%	3%	6%	-12%	2%	0%	-3%	-7%
RGS4 inhibitor	18%	-7%	13%	18%	-9%	9%	12%	-5%
ERG Ets-DNA blk	1%	3%	0%	-6%	3%	·	-10%	2%

Arranged by length of the SMILES (rising): some entries from above.
3. CC(C(=O)O)N1C(=O)CSc2ncccc21 (configuration not stated)
1. COc1nc(OC)nc(N2CCC(C(=O)Nc3cccc4ccccc34)CC2)n1
5. CCCN(CC(=O)Nc1ccccc1C)C(=O)c1ccc(S(=O)(=O)N2CCCC2)cc1

Assay by compound	3	1	5
HP1b chromo inh	18%	11%	7%
PI4K2A inh	-20	4	-4
BAZ2B inh	-3%	15%	-1%
G9a inh	7%[59 µM]	23%	5%[0.501 µM]
ALOX12 inh	155%	-13%	20%
JMJD2A Tudor	-28%	-20%	-12%
GLS inh	6%	3%	2%
RGS4 inhibitor	13%	18%	-9%
ERG Ets-DNA blk	0%	1%	3%

The list continues:
9. CCCS(=O)(=O)c1c(S(=O)(=O)CCC)c2ccc(C(N)=O)cn2c1C(=O)OC
10. CS(=O)(=O)Nc1ccc(S(=O)(=O)N2CCCC2)cc1
11. O=C(c1nn2c(C(F)(F)F)cc(-c3ccco3)nc2c1Br)N1CCCc2ccccc21
12. c1ccc(-c2nnc(SCc3nc4ccccc4[nH]3)o2)cc1
13. O=C1CS/C(=N/N=C/c2c[nH]c3ccccc23)N1
14. COc1ccccc1Cn1cc(C(=O)c2ccc(C)cc2)c(=O)c2cc(C)ccc21
15. CCOc1cc(-c2nnc(-c3ccco3)o2)cc(OCC)c1OCC
16. O=C(O)c1ccc2c(c1)C(=O)N(c1cccc(C(=O)/C=C/c3ccccc3)c1)C2=O

Assay by compound	9	10	11	12	13	14	15	16
HP1b chromo inh	24%	12%	1%	20%	38%	63%[activator]	31%	0%
PI4K2A inh	8	-4	-6	-12	1	4	-1	-3
BAZ2B inh	·	-4%	2%	6%	-36%	3%	6%	-39%
G9a inh	3%	8%	18µM*	9%[12.7 µM]	45%[activator]	4%[59 µM]	-32%[12.7 µM]	·
ALOX12 inh	0%	-2%	?	-15%	482%[activator]	-16%	0%	-5%
JMJD2A Tudor	-14%	-8%	-13%[57.1 µM]	-5%	-16%	-6%	-17%	-3%
GLS inh	-4%	19%	0%	1%	2%	0%	1%	7%
RGS4 inhibitor	10%	6%	2%[11.4 µM]	-19%	-9%	-13%	11%	?
ERG Ets-DNA blk	0%	-6%	1%	-5%	-2%	1%	-13%	-12%

17. CCOC(=O)C1CCN(S(=O)(=O)c2ccc3c(c2)CCCN3C(C)=O)CC1
18. O=S(=O)(c1ccc(S(=O)(=O)N(Cc2cccs2)CC2CCCO2)cc1)N1CCCCC1 (configuration not stated)
19. COc1ccc(N(CC(=O)Nc2ccc3c(c2)OCO3)S(=O)(=O)c2ccc(F)cc2)cc1
20. Cc1cccnc1CN1CCN(C(=O)CCc2nnc(CCc3ccccc3)o2)CC1
21. CC1Sc2ccc(S(=O)(=O)CCC(=O)Nc3cc(F)ccc3F)cc2NC1=O (configuration not stated)
22. O=C(NNC(=O)c1cc(-c2ccccc2Cl)nc2ccccc12)c1csc(N2CCOCC2)n1
23. O=C(OCc1cccc(Cl)c1)c1cc(S(=O)(=O)N2CCCCC2)ccc1N1CCOCC1
24. COc1cc(/C=N/n2cnnc2)ccc1OC(=O)c1ccncc1

Assay by compound	17	18	19	20	21	22	23	24
HP1b chromo inh	77%[activator]	25%	-1%	36%	12%	30%	30%	39%
PI4K2A inh	2	2	-3	1	3	2	0	0
BAZ2B inh	-6%	-22%	-34%	?	-8%[57.1 µM]	6%	-15%	·
G9a inh	-7%	5%[12.7 µM]	?	?	-13%	10%[2.33 µM]	-11%	?
ALOX12 inh	-21%	0%	0%	9%	1%	0%	0%	0%
JMJD2A Tudor	-2%	-4%	-16%	-20%	?	-12%	-10%	-4%
GLS inh	-12%	-3%	6%	8%	7%	4%	-6%	7%
RGS4 inhibitor	-28%	-26%	26%	11%	-31%[56.9 µM]	-19%	-12%	4%
ERG Ets-DNA blk	-1%	2%	-8%	-7%	-1%	19%	-1%	1%

25. CCc1ccc(C(=O)CSc2nc(C)cc(=O)[nH]2)cc1
26. CCCOC(=O)c1ccc(NC(=O)Oc2ccccc2)cc1
27. Cc1occc1C(=O)NNC(=O)c1ccc(S(=O)(=O)N(C)C)cc1
28. c1cncc(-c2nc3ccccc3s2)c1
29. COc1ccccc1CNC(=O)C(=O)Nc1nccs1
30. CCN(CC)CCCn1c2c(c(SCC(=O)Nc3nc(C)cs3)nc1=O)CCC2
31. CCOC(=O)CC(NC(=O)c1cc2cccc(OC)c2oc1=O)c1ccc(OC)cc1 (configuration not stated)
32. CC(=O)Nc1ccc(SC[C@H](Cc2ccccc2)N2CC[C@@H](O)CCC2=O)cc1

Assay by compound	25	26	27	28	29	30	31	32
HP1b chromo inh	-4%	8%	26%	30%	13%	32%	38%	27%
PI4K2A inh	0	7	3	2	1	-2	2	-4
BAZ2B inh	-18%	3%	-5%	8%	-16%	9%	-2%	4%
G9a inh	-29%	?	9%[12.7 µM]	·	?	?	-10%	8%[2.33 µM]
ALOX12 inh	-11%	22%	158%[activator]	-4%	8%	-30%	2%	-8%
JMJD2A Tudor	-4%	-5%	-10%	1%	?	-3%	-10%	-2%
GLS inh	8%	21%	1%	5%	0%	-8%	0%	-5%
RGS4 inhibitor	16%	-5%	-34%	12%	10%	-7%	0%	-5%
ERG Ets-DNA blk	-1%	·	6%	-3%	12%	0%	1%	-23%

33. Clc1nc(NC2CCCCC2)c2cn[nH]c2n1
34. Cc1c(C(C)CCCO)oc(=O)c2c1Oc1c(C)c(C(C)C[C@@H](C)O)oc(=O)c1C2 (some centres not stated)
35. Cc1nc(NC(=O)C2CC2)sc1C(=O)Nc1ccc(Br)cc1
36. CCN1CCCc2cc(CN(CCN3CCOCC3)C(=S)Nc3cccc(C)c3)ccc21
37. COC(=O)c1c(NC(=O)CCCOc2ccccc2C)sc2c1CCC(C)C2 (configuration not stated)
38. CC(C)(C)c1cc(CCC(=O)NCc2ccccn2)cc(C(C)(C)C)c1O
39. COc1ccc2cc(C#N)c(SCC(=O)N3CC(=O)Nc4ccccc43)nc2c1
40. NS(=O)(=O)c1ccc(NC(=O)N2c3ccccc3Sc3ccccc32)cc1
41. CC1=CC(C)(C)N2C(=O)C3(N=C(N)NC(Nc4ccccc4)=N3)c3cc(C)cc1c32 (configuration not stated)
42. COc1ccc(CN(CC(=O)NCC2CCCO2)C(=O)CCC(=O)Nc2nccs2)cc1 (configuration not stated)

Assay by compound	33	34	35	36	37	38	39	40	41	42
HP1b chromo inh	29%	19%	28%	?	41%[activator]	28%	18%	13%	8%	21%
PI4K2A inh	-10	-3	1	5	2	2	4	-1	-1	1
BAZ2B inh	·	-4%	-1%	8.9µM*	18%	-13%	7%	50µM*	-32%	10%
G9a inh	·	10%[2.33 µM]	23%	?	-7%[59 µM]	-2%	-17%[59 µM]	·	?	-6%
ALOX12 inh	-3%	-1%	0%	-1%	-25%	-3%	·	?	?	?
JMJD2A Tudor	-15%	-11%	-12%	11µM*	16%	-6%	-13%	-25%	-19%	-13%
GLS inh	-12%	5%	-1%	?	-6%	6%	-4%	0%	5%	-7%
RGS4 inhibitor	-13%	9%	6%	-3%	-31%	-1%	6%	-34%	-8%	-5%
ERG Ets-DNA blk	6%	-5%	-3%	-12%	-6%	3%	2%	·	-8%	9%
